UPR CHOP act – apoptotic UPR (CHOP) activation. activation, % at 10 µM. actives 0.34% (n = 330,000). CHO-CHOP luciferase reporter, luminescence; percent of tunicamycin response over DMSO baseline;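 active = at 10 µM dose, activation of 40% or more, normalized to positive control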;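 also: 100% = tunicamycin at 10 µg/mL and 0% = DMSO alone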
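Dosing – one dose, 10 µM in 0.5% DMSO · System – CHO-CHOP cells, stable luciferase reporter of PERK-eIF2a-CHOP signalling · Input – 500 cells/well · Control set – tunicamycin 10 µg/mL final as positive, DMSO-only wells as negative · Timing – 6 h compound treatment, 37 °C · Measure – % activation vs tunicamycin · Technique – luminescence read with Steady-Glo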
UPR XBP1 act – adaptive UPR (XBP1) activation; activation, % at 20 µM; CHO-XBP1 luciferase reporter, IRE1-XBP1 UPR activation, luminescence; percent of tunicamycin response, DMSO as zero; actives 0.33% (n = 330,000);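 active = versus positive control, 20 µM dose yields 30% or more activation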;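 also: 100% = tunicamycin at 10 µg/mL and 0% = DMSO only wells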
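assay system = CHO-XBP1 luciferase reporter cells | amount = 1000 cells/well | buffer or medium = F12 plus 10% FBS | compound dosing = single point, 20 µM final compound, 1% DMSO | incubation = 16-18 h cell attachment at 37 °C, then 6 h compound exposure | detection = Steady-Glo luminescence read | controls = tunicamycin 10 µg/mL and vehicle-only wells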
EBI2 block – blocks human EBI2 receptor beta-arrestin signaling; inhibition, % at 5 µM; EBI2 beta-arrestin recruitment, luminescence, 7a,25-OHC stimulated; P32249; actives 0.81% (n = 360,000); AID 651636; in the data active = inhibition above about 38%;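 also: enzyme fragment complementation signal reports receptor beta-arrestin coupling in cells; 0% = agonist plus DMSO wells and 100% = wells without agonist; some results beyond the cut were filed as inactive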
Gli-Sufu antag – Gli-Sufu pathway antagonism. Sufu-KO-LIGHT fibroblasts, Gli luciferase reporter luminescence. inhibition, % at 5 µM. actives 0.74% (n = 340,000). AID 588413;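 active = inhibition above about 55%, limit read from the data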;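 also: 0% = DMSO-treated cells and 100% = wells with medium but no cells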
Mdm2-MdmX inh – human Mdm2/MdmX binding inhibition; O15151+Q00987; SaOS-2 split-luciferase Mdm2/MdmX complementation, luminescence; inhibition, % at 8 µM; actives 3% (n = 330,000); AID 485346;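 active = inhibition of at least 50% at 8 µM in the primary screen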
Target sequence (O15151 whole entry, looked up): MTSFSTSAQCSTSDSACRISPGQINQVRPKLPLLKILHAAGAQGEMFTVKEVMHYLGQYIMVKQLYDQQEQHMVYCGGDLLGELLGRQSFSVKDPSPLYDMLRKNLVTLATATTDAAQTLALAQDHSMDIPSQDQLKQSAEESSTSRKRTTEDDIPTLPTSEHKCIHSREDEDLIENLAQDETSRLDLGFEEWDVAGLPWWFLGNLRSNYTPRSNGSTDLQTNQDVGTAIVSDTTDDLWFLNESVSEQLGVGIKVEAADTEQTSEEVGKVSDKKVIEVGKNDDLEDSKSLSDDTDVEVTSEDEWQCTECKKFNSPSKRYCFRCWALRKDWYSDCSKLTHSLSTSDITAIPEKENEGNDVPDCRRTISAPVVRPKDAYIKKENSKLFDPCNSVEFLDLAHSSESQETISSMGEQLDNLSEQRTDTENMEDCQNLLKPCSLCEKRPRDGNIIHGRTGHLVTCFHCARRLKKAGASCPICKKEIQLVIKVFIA
Target sequence (Q00987 whole entry, looked up): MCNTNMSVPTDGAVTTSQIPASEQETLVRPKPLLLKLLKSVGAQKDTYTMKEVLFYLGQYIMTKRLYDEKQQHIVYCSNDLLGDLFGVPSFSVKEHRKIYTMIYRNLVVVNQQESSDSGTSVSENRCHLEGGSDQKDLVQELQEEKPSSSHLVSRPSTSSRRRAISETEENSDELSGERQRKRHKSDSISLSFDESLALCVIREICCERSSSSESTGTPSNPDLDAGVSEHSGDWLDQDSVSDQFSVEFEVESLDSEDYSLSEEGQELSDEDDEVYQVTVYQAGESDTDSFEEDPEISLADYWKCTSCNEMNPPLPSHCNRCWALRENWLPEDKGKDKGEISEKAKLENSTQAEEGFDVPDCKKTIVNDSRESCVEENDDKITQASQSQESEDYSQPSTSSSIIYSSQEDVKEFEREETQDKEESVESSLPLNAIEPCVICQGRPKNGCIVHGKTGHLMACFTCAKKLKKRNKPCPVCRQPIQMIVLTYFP
697 NFkB inh – lowers PMA/ionomycin-induced NF-kB signal in 697 B cells; 697 B-cell NF-kB luciferase reporter, 16 h; inhibition, % at 4 µM; actives 0.33% (n = 330,000); AID 435022; in the data active = inhibition above about 35%
Jurkat NFkB inh – lowers PMA/ionomycin-induced NF-kB signal in Jurkat cells. PMA/ionomycin-induced NF-kB luciferase reporter, luminescence. inhibition, % at 4 µM. actives 0.53% (n = 330,000); in the data active = inhibition above about 50%
CCR6 antag – CCR6 (human) receptor antagonism. P51684. CHO-K1 CCR6 PathHunter beta-arrestin, luminescence, CCL20-stimulated. inhibition, % at 20 µM. actives 0.49% (n = 340,000). AID 493098;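 active = compounds whose inhibition of the agonist-driven luminescence signal at 20 µM reaches about 50%, limit read from the data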;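 also: cells stimulated with CCL20 at 14 nM final; plate controls were DMSO with CCL20 for no effect and DMSO without agonist for full effect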
CXCR6 block – inhibitors of human CXCR6 receptor; inhibition, % at 20 µM; O00574; CHO-K1 PathHunter CXCR6 beta-arrestin, luminescence; actives 0.36% (n = 360,000); AID 602244; in the data active = inhibition above about 34%, passing the limit was not always enough;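 also: antagonist mode with CXCL16 agonist at 10 nM final; 0% = 10 nM CXCL16 with DMSO and 100% = unstimulated wells without agonist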
An asterisk follows results filed as active; nt = not tested or not shown.

SMILES | UPR CHOP act | UPR XBP1 act | EBI2 block | Gli-Sufu antag | Mdm2-MdmX inh | 697 NFkB inh | Jurkat NFkB inh | CCR6 antag | CXCR6 block
COc1cc(Br)cc(/C=C/c2ccc3cccc(O)c3n2)c1OC | 0.8 | 5 | 32 | 7 | 65* | -7 | -4 | 36 | 21
Cc1cc(NC(=O)Nc2cccc(C(F)(F)F)c2)no1 | 1.4 | -1 | -6 | 7 | -1 | 13 | 5 | 6 | -10
O=[N+]([O-])c1cccc(Cl)c1N1CCOCC1 | 1.6 | 1 | -12 | 11 | -9 | -20 | -3 | -3 | 6
Nc1ccc(Sc2ccccc2)nc1 | 0.0 | 3 | -5 | -11 | 19 | 9 | 2 | 13 | 9
CCc1nc(SCc2nnc(-c3ccc(C)cc3)o2)c2c(C)c(C)sc2n1 | 1.7 | 1 | nt | 5 | -9 | 10 | -2 | 16 | nt
CC(C)(C)c1ccc(/C=N/NC(=S)NCc2ccccc2)cc1 | 0.9 | 2 | 18 | 3 | -6 | -13 | -21 | 20 | 10
Cc1ccc(CN(Cc2cccnc2)C(=S)Nc2cc(Cl)ccc2C)cc1 | 1.4 | -1 | 20 | 13 | 5 | -16 | 1 | 4 | 10
Cc1cc(C)c2cc(CN(Cc3ccco3)C(=S)NCC3CCCO3)c(=O)[nH]c2c1 (configuration not stated) | -2.8 | -3 | 6 | -23 | 10 | 14 | -5 | 15 | -2
COc1cc(/C=C2\CCCc3c2nc2ccccc2c3C(=O)O)cc(Cl)c1O | 0.2 | -2 | -1 | -4 | -31 | 3 | 9 | 10 | 2
O=C(c1cccc(S(=O)(=O)Nc2ccc(F)cc2)c1)N1CCC1 | -0.7 | -3 | 6 | 3 | -13 | -10 | 4 | 12 | 7
Cc1ccccc1-c1coc2cc(O)ccc2c1=O | -0.1 | 5 | 8 | -8 | 12 | 18 | -7 | 9 | -1
CC(C)CC[n+]1ccn(-c2nc3ccccc3nc2[N-]S(=O)(=O)c2ccc(Cl)cc2)c1 | 1.8 | -1 | 2 | 10 | -9 | 20 | 0 | 6 | 7
COc1ccccc1N1C(=O)C=C(Sc2nc(C)cc(C)n2)C1=O | 62* | 2 | 3 | 3 | -5 | -22 | 3 | 94* | 11
COc1ccc(N2CC(C(=O)NCCCN3CCOCC3)CC2=O)cc1 (configuration not stated) | -0.1 | 1 | -6 | 0 | 14 | 0 | 3 | -6 | 5
O=C(Cc1c[nH]c2ccccc12)N1CCN(c2ccccc2)CC1 | -2.8 | 4 | 36 | -2 | 19 | -9 | 9 | 6 | -3
CCSc1nnc(Cc2cc(=O)[nH]c(=O)[nH]2)n1-c1cccc(C)c1 | -2.1 | -2 | -4 | 0 | 8 | -1 | -3 | 0 | 8
CCN(CC)CCn1c(SCC(=O)NCc2ccco2)nc2c(sc3ccccc32)c1=O | -1.2 | -1 | 7 | 17 | 6 | -76 | -33 | 7 | 1
O=c1[nH]c(=O)n(Cc2ccco2)c2c1C(C(F)(F)F)(C(F)(F)F)N=C(CCc1ccccc1)N2 | 8.1 | 14 | 4 | 8 | 51* | -3 | 7 | 0 | -3
Cc1csc2ncc(C(=O)NCCc3ccccc3)c(=O)n12 | 3.4 | 5 | -6 | -39 | -9 | -26 | -37 | 4 | -3
CCOC(=O)C(NC(=O)c1ccc(OC)cc1)(N1CCCC1=O)C(F)(F)F (configuration not stated) | -0.8 | 0 | -16 | -4 | -2 | 10 | -1 | 6 | -5

Shown with tabs: two of the compounds above
structure	UPR CHOP act	UPR XBP1 act	EBI2 block	Gli-Sufu antag	Mdm2-MdmX inh	697 NFkB inh	Jurkat NFkB inh	CCR6 antag	CXCR6 block
CCSc1nnc(Cc2cc(=O)[nH]c(=O)[nH]2)n1-c1cccc(C)c1	-2.1	-2	-4	0	8	-1	-3	0	8
CCN(CC)CCn1c(SCC(=O)NCc2ccco2)nc2c(sc3ccccc32)c1=O	-1.2	-1	7	17	6	-76	-33	7	1

Further structures follow.
SMILES | UPR CHOP act | UPR XBP1 act | EBI2 block | Gli-Sufu antag | Mdm2-MdmX inh | 697 NFkB inh | Jurkat NFkB inh | CCR6 antag | CXCR6 block
CCOc1ccc(CCNC(=O)c2sc3nc4n(c(=O)c3c2C)CCC4)cc1 | 1.3 | -1 | -1 | -1 | 24 | 0 | 16 | 11 | 1
O=C(NCc1ccccn1)c1ccc(OC2CCN(Cc3ccccc3)CC2)cc1 | 1.8 | -5 | 1 | 18 | 25 | 1 | -1 | -8 | -7
COC(=O)c1cc(S(=O)(=O)N2CCN(c3ccccc3F)CC2)c[nH]1 | 0.2 | -4 | -1 | 0 | 1 | 0 | 41 | 7 | -5
CN1c2ccsc2/C(=N/NC(=O)c2c(F)cccc2F)CS1(=O)=O | -0.1 | -1 | -3 | 5 | 23 | 17 | -7 | 3 | 0
O=C(O)CC1(CC(=O)Nc2ccc(Cl)cc2C(=O)c2ccccc2)CCCC1 | -0.8 | -3 | 8 | 3 | -6 | 3 | -3 | -1 | 0
COc1cc(/C=C/C(=O)O)cc(S(=O)(=O)NCCCO)c1OC | -2.7 | -2 | -3 | 19 | -13 | 5 | 1 | -15 | -5
CSc1ccccc1OCc1cc(C(=O)N2CCN(C3CCCC3)C(=O)C2)no1 | 4.5 | 2 | 2 | 12 | -12 | -54 | -35 | 17 | 5
CCC(Cc1ccccc1)NC(=O)CN1C(=O)CSc2ncccc21 (configuration not stated) | -0.3 | -2 | 10 | 3 | 3 | 13 | 3 | -11 | 0
O=C(O)CNC(=O)/C=C/c1c(Cl)cccc1Cl | -0.2 | -2 | 8 | 3 | -8 | 8 | 7 | -2 | -12
Cc1ccc(C2(c3ccccc3)NC(=O)N(CC(=O)N3CC(=O)Nc4ccccc43)C2=O)cc1C (configuration not stated) | 0.0 | 0 | 3 | -10 | 40 | -1 | 5 | 1 | 5
Cc1noc(C)c1COc1ccc(C(=O)OCC(=O)Nc2ccc(S(N)(=O)=O)cc2)cc1 | -0.3 | -1 | -4 | -2 | 14 | 11 | 12 | 8 | -6
O=C1CCCc2nc(N3CCN(Cc4ccccc4)CC3)ncc21 | -1.2 | 1 | 31 | 1 | -1 | -49 | -19 | -1 | 10
O=C(O)CCC(=O)N1CCc2cc(S(=O)(=O)NCc3ccc(Cl)cc3)ccc21 | -0.4 | -4 | 7 | 21 | -4 | 7 | 16 | 3 | -3
Cc1cc2cc3c(cc2nc1SCC(=O)N1CCCC1)OCCO3 | 0.3 | 1 | -10 | -13 | -11 | 3 | -6 | 33 | 0
COc1ccc(-c2csc(NC(=O)CSc3nnnn3C)n2)cc1OC | 4.0 | 1 | 3 | -14 | 23 | 17 | 10 | -1 | 3
COc1ccc2c(C)cc(N3CCN(Cc4ccccc4)CC3)nc2c1 | 4.9 | -7 | 13 | 10 | -23 | -6 | 6 | 10 | -3
CCCc1cc(-c2n[nH]c(=S)n2CC)cs1 | -0.4 | -1 | 14 | -8 | -20 | 10 | 2 | 21 | 6
CN(C)S(=O)(=O)c1ccc(Cl)c(NC(=O)COC(=O)c2cc(-c3ccccc3)nc3ccccc23)c1 | 1.9 | -3 | 1 | -10 | 18 | 6 | -5 | 11 | 4
Cc1ccc(S(=O)(=O)N2CCN(CC(=O)N/N=C/c3ccco3)CC2)cc1 | -1.1 | 1 | 9 | -7 | 5 | -25 | 10 | 10 | 3
COc1cccc(OCCn2ccnc2)c1 | 0.5 | -1 | -6 | 2 | -5 | 10 | 2 | -4 | 1
COc1ccc(CN2C(=O)/C(=C/c3ccncc3)SC2=S)cc1 | -0.3 | -4 | 37 | 5 | 75* | 24 | 1 | -6 | -2
COc1ccccc1NC(=O)CSc1nnc(NC(=O)C2CCC2)s1 | -0.6 | -1 | 6 | 7 | -10 | -16 | -2 | -13 | 1
COc1cc(/C=C2\SC(=S)N(CCC(=O)Nc3ccccn3)C2=O)cc(OC)c1OC | -0.3 | -5 | -14 | -8 | 15 | 8 | 2 | 10 | 10
CCC(=O)c1ccc(OCC(=O)N2CCN(c3ncccn3)CC2)cc1 | -1.7 | -2 | 8 | 1 | -9 | 12 | 3 | -3 | -9
COCC(C)n1c(C)cc(C(=O)CSc2ncccn2)c1C (configuration not stated) | -0.9 | -3 | 6 | -12 | 3 | -17 | -41 | 2 | -13
CCN(CC)C(CNC(=O)CSc1nnnn1-c1ccc(C)c(C)c1)c1ccco1 (configuration not stated) | -0.2 | 0 | -8 | 6 | 4 | -18 | 14 | 16 | 4
CCOC(=O)c1nnc(-c2ccccc2)nc1Sc1ccccc1Cl | 9.6 | 38* | 34 | -2 | 38 | -20 | -15 | 18 | 17
Cc1ccc(N2CCN(C(=S)Nc3ccccc3C)CC2)cc1 | -0.8 | -3 | -5 | -7 | -13 | -15 | 0 | -4 | 3
CCCN(C(=O)CSc1nnnn1C)C1CCS(=O)(=O)C1 (configuration not stated) | -1.2 | -1 | -5 | -7 | -2 | 13 | 4 | 4 | -3
CCCCNC(=S)NNC(=O)c1cc(-c2cccnc2)nc2ccccc12 | 1.7 | -1 | 1 | 15 | 3 | 6 | 18 | 54* | 22
O=C(Nc1ccc(Nc2ccccc2)cc1)Nc1ccccc1Cl | 3.6 | 4 | 8 | -46 | -83 | -82 | -55 | 10 | -10
CN1CCc2c(sc3c2C(=O)NC(c2cn(Cc4ccccc4)c4ccccc24)N3)C1 (configuration not stated) | 0.1 | 4 | 16 | 19 | 18 | -19 | 9 | 34 | 10
CCN(CC)c1ccc(C=Nc2ccc(C#N)cc2)c(O)c1 | -1.6 | -2 | -2 | -12 | 17 | 15 | 1 | 5 | -13
CCN(CC)C(=O)[C@]1(c2ccccc2)C[C@@H]1CN | 0.2 | -8 | nt | nt | -7 | 4 | 5 | nt | nt
O=C1c2ccccc2C(=O)N1CCCc1nc(-c2ccncc2)no1 | -2.8 | 4 | 2 | -2 | 1 | 8 | -7 | 2 | 0
CSc1ccccc1C(=O)Nc1cccc(C(C)O)c1 (configuration not stated) | -0.2 | -5 | 0 | -2 | 7 | 2 | 1 | 13 | 1
CC(C)(C)n1nnnc1C(c1ccccc1F)N1CCN(C(=O)c2ccco2)CC1 (configuration not stated) | 1.1 | -3 | -9 | 18 | -2 | 11 | -11 | 3 | 4
COc1ccc(-c2cc(COc3ccccc3)on2)cc1 | 3.1 | -1 | 0 | -58 | -51 | -42 | -49 | 12 | 4
Cc1sc2c3ccsc3ccc2[n+]1C | -0.3 | 0 | 10 | -2 | 12 | 11 | 12 | -10 | 8
CCOC(=O)[C@@H]1[C@H]2COc3ccccc3[C@@H]2N2C(=O)N(c3ccc(OC)cc3)C(=O)[C@@]12C | -0.1 | 0 | 6 | -1 | 15 | 10 | -20 | 4 | 5
CCOC(=O)C1CCN(C(=O)COc2ccc(N(C)S(=O)(=O)c3ccc(C)cc3)cc2)CC1 | -1.4 | -4 | -5 | -10 | 6 | 10 | -8 | 15 | 7
Oc1cccc(/C=N/N(Cc2ccccc2)c2ccccc2)c1 | -2.7 | -1 | 13 | 16 | 14 | 5 | 2 | 17 | -1

Structures listed so far marked active in Mdm2-MdmX inh:
SMILES,UPR XBP1 act,EBI2 block,Mdm2-MdmX inh,697 NFkB inh,Jurkat NFkB inh,CCR6 antag,CXCR6 block
COc1cc(Br)cc(/C=C/c2ccc3cccc(O)c3n2)c1OC,5,32,65*,-7,-4,36,21
O=c1[nH]c(=O)n(Cc2ccco2)c2c1C(C(F)(F)F)(C(F)(F)F)N=C(CCc1ccccc1)N2,14,4,51*,-3,7,0,-3
COc1ccc(CN2C(=O)/C(=C/c3ccncc3)SC2=S)cc1,-4,37,75*,24,1,-6,-2

Source: PubChem BioAssay
